STAT3 activator: increases IL-6 driven STAT3 reporter signal; activation (% of control), % at 5.6 µM; actives 0.91% (n = 190,000); U3A cells, IL-6 STAT3-luciferase reporter, luminescence; 100% = signal with IL-6 EC80 alone;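 active means activation above the screen-wide mean of compound activation plus 3 SD, cut at about 130% in these data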;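 further: 0% = background luminescence of wells with medium and substrate only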
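Detection: reporter luminescence signal / Assay system: STAT1-lacking human U3A cells, STAT3 luciferase reporter / Incubation: compound pre-incubation 1 h before IL-6, then 6 h stimulation at 37 °C / Control set: IL-6-only high control / Read-out: % activation relative to IL-6 control / Probe or stimulus: Interleukin-6, 33 ng/mL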
PPARg SRC-2 ag: PPARgamma-driven SRC-2 recruitment agonism; P37231; PPARgamma LBD-SRC-2 recruitment, biochemical; activation, % at 8 µM; actives 0.34% (n = 200,000); AID 1032; in the data active means activation above about 22%;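 further: 0% = vehicle and 100% = reference agonist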
bIAP inh: intestinal alkaline phosphatase (bovine) inhibition | 190,000 tested, under 10 active | purified bovine IAP, CDP-star luminescence, 30 min | inhibition, % at 20 µM;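 active means over 50% inhibition of intestinal alkaline phosphatase at 20 µM in the single-dose screen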
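System: Purified bovine intestinal alkaline phosphatase (IAP) enzyme | Input: IAP diluted 1/65,000,000 in the well | Also added: CDP-star chemiluminescent phosphatase substrate, 30 µM final | Dosing: 20 µM single dose | Times: Enzyme reaction for 30 min at room temperature | Detection: Luminescence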
PPARg SRC3 recr: promotes SRC-3 coactivator recruitment by human PPARgamma. P37231. biochemical PPARgamma/SRC-3 coactivator recruitment assay. activation, % at 8 µM. actives 0.26% (n = 200,000); in the data active means activation above about 23%;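 further: 0% = DMSO and 100% = reference agonist; some compounds past the cut are filed as inactive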
bIAP act: increases bovine intestinal alkaline phosphatase activity; purified bovine IAP, CDP-star luminescence, 30 min; stronger effect = higher value; fold of DMSO-control signal, blank-subtracted; activation factor at 20 µM; actives 0.17% (n = 200,000);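 active means activation factor of 2 or more at 20 µM, a signal rise over negative controls twice the positive control's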
STAT1 blocker: STAT1 signaling inhibition. actives 0.35% (n = 200,000). NIH 3T3 STAT1-luciferase reporter, IFN-gamma, luminescence. inhibition, % at 5.5 µM. AID 920;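 active means inhibition above a set limit, the mean inhibition across all tested compounds plus 3 SD, cut at about 34% in these data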;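 further: 0% = IFN-gamma with DMSO and 100% = IFN-gamma with 300 µM nifuroxazide; values of inactives mirror those of a sister screen read the other way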
PPARg SRC-1 ag: promotes SRC-1 coactivator recruitment by human PPARgamma. P37231. PPARgamma-SRC-1 coactivator recruitment biochemical assay. activation, % at 8 µM. actives 0.41% (n = 200,000); in the data active means activation above about 19%;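 further: 0% = DMSO and 100% = reference agonist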
STAT3 inh: reduces IL-6 driven STAT3 reporter signal | U3A cells, IL-6 STAT3-luciferase reporter, luminescence; host cell line lacks STAT1 | inhibition, % at 5.5 µM | actives 0.89% (n = 190,000);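 active means inhibition above the mean inhibition across all screened compounds plus 3 SD, cut at about 44% in these data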;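 further: 0% = DMSO only wells and 100% = 100 µM nifuroxazide control wells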
TNAP act hiacc: increases human TNAP activity under high phosphate acceptor concentration; P05186; purified TNAP, CDP-star luminescence, 1 M DEA, 30 min; stronger effect = higher value; 0 = EDTA background, 1 = DMSO-only activity; activation factor at 20 µM; 200,000 tested, under 10 active; AID 1136;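 active means activation factor at least 2 at 20 µM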
Target sequence (P05186 whole entry, looked up): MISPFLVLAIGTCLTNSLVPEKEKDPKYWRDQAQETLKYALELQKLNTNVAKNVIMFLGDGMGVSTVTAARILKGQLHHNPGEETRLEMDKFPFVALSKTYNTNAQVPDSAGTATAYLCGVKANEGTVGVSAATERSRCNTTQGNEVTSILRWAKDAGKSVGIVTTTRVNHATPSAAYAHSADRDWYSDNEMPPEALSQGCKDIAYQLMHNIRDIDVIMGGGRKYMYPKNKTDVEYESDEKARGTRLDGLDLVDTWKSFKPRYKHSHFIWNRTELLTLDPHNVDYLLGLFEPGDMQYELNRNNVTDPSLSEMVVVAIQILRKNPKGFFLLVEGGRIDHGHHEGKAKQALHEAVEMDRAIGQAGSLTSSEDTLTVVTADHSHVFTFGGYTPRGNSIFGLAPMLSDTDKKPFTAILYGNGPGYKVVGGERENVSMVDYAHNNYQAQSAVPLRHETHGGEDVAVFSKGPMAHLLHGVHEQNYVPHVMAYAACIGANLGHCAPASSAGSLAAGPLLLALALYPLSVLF
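Measured by: Luminescent substrate turnover signal | Test system: Human TNAP | Input: TNAP 1/800 final | Dosing: 20 µM single point | Schedule: 30 min, room temperature | Controls: EDTA wells as negative control, DMSO wells as positive control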
TR-FRET SRC-2 ct: flags TR-FRET format artefacts in PPARgamma SRC-2 recruitment agonist screen; TR-FRET artefact counter-screen; stronger effect = higher value; TR-FRET ratio at 8 µM; actives 0.4% (n = 200,000); AID 1049; in the data active means TR-FRET ratio above about 2000; further: inactives centre near 1500
ROMK primary: modulates human ROMK potassium channel activity; B-score at 10 µM; actives 2% (n = 130,000); Tet-inducible ROMK, thallium flux fluorescence; actives lie on both sides;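 active means signal ratio slope over the read window, or its plate-corrected B-score, at least 3 SD from the plate mean, either direction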;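 further: B-score of the F/F0 ratio slope over 7 to 12 s after thallium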
Target sequence (P48048 whole entry, looked up): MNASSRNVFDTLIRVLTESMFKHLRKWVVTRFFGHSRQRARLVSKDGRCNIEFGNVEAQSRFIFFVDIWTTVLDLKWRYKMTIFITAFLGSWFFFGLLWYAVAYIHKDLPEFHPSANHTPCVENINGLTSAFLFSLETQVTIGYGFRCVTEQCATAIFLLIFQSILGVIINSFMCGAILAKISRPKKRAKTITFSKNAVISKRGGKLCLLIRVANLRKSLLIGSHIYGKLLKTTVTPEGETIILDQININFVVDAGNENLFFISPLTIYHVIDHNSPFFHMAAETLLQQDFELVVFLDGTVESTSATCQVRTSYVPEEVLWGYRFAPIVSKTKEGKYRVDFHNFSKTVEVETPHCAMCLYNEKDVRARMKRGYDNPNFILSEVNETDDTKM
* hit, by the source's call; . = not tested or not shown.

item	canonical_smiles	STAT3 activator	PPARg SRC-2 ag	bIAP inh	PPARg SRC3 recr	bIAP act	STAT1 blocker	PPARg SRC-1 ag	STAT3 inh	TNAP act hiacc	TR-FRET SRC-2 ct	ROMK primary
1	CCOC(=O)c1[nH]c2ccccc2c1NC(=S)Nc1ccccc1	157*	16	13	7	0.9	0	11	-66	1	1395	-0.54
2	Cn1cccc1CC(=O)N/N=C/c1cccc2ccccc12	95	3	8	3	0.9	-9	2	10	1	1666	.
3	COc1ccc(CN2CCN(CC=C(C)C)C(CCO)C2)cc1Cn1cncn1 (centres undefined)	108	2	-6	-2	1.1	5	4	-9	1	1574	0.7
4	Cc1ccc(S(=O)(=O)N(C)/N=C/C=C/c2ccccc2)cc1	99	-5	-5	2	1.1	0	2	0	1	1510	.
5	COc1ccc(-n2c(Cc3cccn3C)nnc2SCC(=O)Nc2ccccc2F)cc1	100	1	-4	5	1	-5	3	0	1	1621	.
6	Cc1ccc(C(=O)Nc2ccc(N3CCN(S(C)(=O)=O)CC3)cc2)cc1C	100	7	-27	4	1.3	-21	6	3	1	1576	-0.059
7	C#CCOCCOCCOCCNc1nc(N2CCOCC2)nc(N2CCN(C(=O)[C@H](Cc3cc4ccccc4[nH]3)n3cc([C@@H](N)Cc4ccc(O)cc4)nn3)CC2)n1	.	5	-19	4	1.2	3	-4	.	1.1	1667	.
8	COc1ccccc1S(=O)(=O)Nc1cc(S(=O)(=O)N2CCCCC2)ccc1N1CCOCC1	101	-10	-13	0	1.1	0	0	0	1	1357	-1.5
9	O=C(NCc1ccccc1Cl)c1ccccc1Oc1ccccc1	98	3	11	5	0.9	-4	-4	1	1	1641	.
10	Cc1cc(NC(=O)c2ccco2)ncc1NC(=O)CCc1ccccc1	99	2	12	1	0.9	-4	-1	11	1.1	1693	.
11	CCc1cccc(CC)c1NC(=S)NCC(c1cccnc1)N1CCOCC1 (centres undefined)	99	8	-1	1	1	-5	10	3	0.9	1628	0.83
12	O=C(COC(=O)C1CC(=O)N(c2ccc3c(c2)OCCO3)C1)NC1CCCc2ccccc21 (centres undefined)	97	4	3	5	1	1	0	9	1.1	1630	.
13	COC(=O)c1c(NC(NC(=O)c2ccccc2)(C(F)(F)F)C(F)(F)F)sc2c1CCN(C)C2	97	8	10	0	0.9	11	10	7	1	1983*	0.51
14	CC(=O)Nc1coc2ccc(Br)cc12	120	4	6	5	0.9	4	7	-17	1	1557	-1.2
15	COc1ccccc1-c1noc(CCC(=O)Nc2cccc(C)c2)n1	94	2	5	7	1	1	8	11	1	1413	-0.31
16	O=C(CSc1cn(Cc2ccccc2)c2ccccc12)N1CCOCC1	117	1	1	2	1	-29	3	-15	1	1623	.
17	CC(=O)c1ccc(NC(=O)C(C)OC(=O)COc2ccc(C#N)cc2)cc1 (centres undefined)	107	-1	6	0	0.9	0	4	-6	1.1	1664	0.0081
18	OC1CCCN(Cc2nc(Cc3ccccc3Cl)no2)C1 (centres undefined)	107	5	1	2	1	-3	6	-2	1	1588	0.17
19	CN(C)c1nc(Nc2ccccc2)nc(N(C)C)n1	114	4	8	4	0.9	15	9	-12	1	1570	-0.47
20	O=C(O)CN1CCN(Cc2ccc(F)cc2Cl)C1=O	103	8	10	18	0.9	-5	4	4	1	1587	.
21	CC(=O)C(Sc1nn(C)c(=S)s1)C(=O)Nc1ccccc1 (centres undefined)	97	9	-4	2	1	2	5	10	1	1615	.
22	CN1CCN(c2ccc(Cl)cc2NC(=O)/C=C/c2ccc(F)cc2)CC1	108	-5	0	2	1	6	-4	-2	1	1770	0.59
23	O=C(NC(=S)NCC1CCCO1)c1ccc(Cl)cc1Cl (centres undefined)	101	3	8	3	0.9	-7	9	3	1	1613	-0.0037
24	CCCCC(=O)NC(=S)Nc1cccc(NC(=O)c2ccco2)c1	87	3	-10	-3	1.1	-1	-4	17	1	1479	.
25	CCN(CC)C(=S)SCC(=O)c1ccccc1	104	2	12	6	0.9	-33	4	3	1.1	1543	-1
26	CCOc1ccccc1NC(=O)NC(C)c1ccncc1 (centres undefined)	104	-2	-1	1	1	-9	4	1	1	1364	0.67
27	CCOC(=O)C1(Cc2cccc(OC)c2)CCN(Cc2cccn2-c2nccs2)CC1	100	7	0	2	1	9	-4	4	1.1	1496	-1.9
28	Cc1ccc(N2C(=O)c3ccccc3NC2C(C)Cc2ccc3c(c2)OCO3)cc1 (centres undefined)	100	-1	-3	7	1	6	-4	4	1.1	1675	.
29	CCOc1ccccc1N1CCN(C(=O)/C=C/c2cccc([N+](=O)[O-])c2)CC1	104	-6	5	-1	1	6	-8	-3	1.1	1437	.
30	CN1CCN(c2ccc(Cl)cc2NC(=O)CCN2C(=O)c3ccccc3C2=O)CC1	112	7	5	4	0.9	6	7	-11	1	1493	0.09
31	COc1cccc(C2NC(=S)NC3=C2CCc2ccccc23)c1 (centres undefined)	90	9	5	-1	0.9	-3	7	14	0.9	1624	-0.23
32	CCCC(=O)Nc1c(C(=O)OCC)[nH]c2ccccc12	169*	3	-1	3	1	11	-3	-77	1	1644	.
33	O=C(NC1CCN(Cc2ccccc2)CC1)C1CCCN(S(=O)(=O)c2cccc3nonc23)C1 (centres undefined)	97	2	-15	1	1.1	9	1	3	1	1572	-1.8
34	CC(=O)N1C(=O)N(C)C2C1N(C)C(=O)N2C(C)=O (centres undefined)	99	-3	7	9	0.9	-6	3	2	1	1443	0.2
35	CCOC(=O)c1cccc(NC(=O)CN(c2ccc(C)cc2)S(=O)(=O)c2c(C)n[nH]c2C)c1	108	-3	-32	6	1.3	5	0	-5	1	1393	.
36	Cc1nn(CCC(=O)NNC(=S)Nc2ccc([N+](=O)[O-])cc2)c(C)c1[N+](=O)[O-]	140*	7	-2	7	1	4	9	-47	0.9	1552	-0.78
37	O=C(Cc1ccc(Cl)cc1)NNC(=O)c1cnccn1	99	-1	12	4	0.9	-6	3	2	1	1486	0.47
38	NC(=O)c1cc(S(=O)(=O)Nc2cccc(F)c2)co1	100	-1	5	10	1	3	3	9	1	1459	.
39	O=C1OC(c2ccccc2)=NC12CC2c1ccc(Cl)cc1 (centres undefined)	94	-7	-6	4	1.1	0	6	10	1	1452	-0.045
40	COc1ccc(OCC(=O)NC(=S)Nc2ccc(S(=O)(=O)Nc3cc(OC)nc(OC)n3)cc2)cc1	96	4	-4	1	1	-5	2	8	1	1628	.
41	COc1cc2c(cc1OC)C(C)N(C(=O)c1cc3ccccc3o1)CC2 (centres undefined)	101	-4	-4	8	1	10	-1	2	1.1	1660	.
42	CC1(C)CC(=O)C2=C(C1)N(c1ccc(F)cc1)C(=O)CC2c1cccnc1 (centres undefined)	98	-3	8	2	0.9	-4	5	3	1	1615	.
43	Cc1ccc2nc(NC(=O)CCn3c(=O)sc4ccccc43)sc2c1	107	0	14	-3	0.9	5	5	0	1	1568	.
44	CCOC(=O)NS(=O)(=O)c1ccc(CCNC(=O)c2cc(C)on2)cc1	101	-1	9	-1	0.9	-7	3	2	1.1	1571	.
45	CCOC(=O)N1CCC(NC(=O)c2cc(S(=O)(=O)N3CCCCC3)ccc2F)CC1	100	-2	-19	-2	1.2	-3	6	1	1	1579	0.52
46	COc1ccc(/C=C/C(=O)NCC(=O)N2CCC(N(C)CCN3CCOCC3)CC2)cc1OC	87	-1	1	0	1	-8	2	24	1.1	1509	0.25
47	CN(C)/C=N/c1ncc(C(=O)c2ccccc2)s1	109	5	16	-12	0.8	-32	1	0	1	1571	.
48	Cc1sc2nc(CN(C(=O)c3cccs3)C3CCCC3)[nH]c(=O)c2c1C	102	-7	1	7	1	3	2	2	1.1	1431	.
49	Cc1ccccc1C(=O)NNC(=S)Nc1cccc(C(F)(F)F)c1	92	3	9	-1	0.9	0	0	12	1.1	1386	.
50	CN(C)c1cccc(C(=O)OCC(=O)Nc2ccccc2Cl)c1	98	4	8	5	0.9	3	2	8	1	1622	-2.1
51	CCc1ccc(NCCC(=O)c2ccc(Br)cc2)cc1	105	2	2	2	1	5	3	-6	1	1626	.
52	CCn1c(/C=C\c2ccccc2C)nc2ccccc2c1=O	87	5	7	5	0.9	-2	13	18	1	1572	-2
53	CCOC(=O)N1CCN(c2c(N3CCC(N4CCCCC4)CC3)c(=O)c2=O)CC1	102	-3	0	6	1	-1	2	2	1	1560	.
54	O=C(CSc1nnc(CSc2nc3ccccc3s2)o1)NC1CCCCC1	98	1	4	-5	1	8	9	8	1	1616	.
55	CCN(CC)CCNC(=O)Cn1cnc2sc(C)c(S(=O)(=O)N3CCOCC3)c2c1=O	102	2	5	4	0.9	0	4	2	1	1545	.
56	Cc1cc(OCCCCCNCCO)ccc1Cl	99	3	10	2	0.9	-7	4	1	1	1487	-1.9

Screen by screen, as entered above:
PPARg SRC-2 ag, entries 52 to 55: 5, -3, 1, 2
TR-FRET SRC-2 ct, entries 52 to 55: 1572, 1560, 1616, 1545
bIAP act, entries 52 to 55: 0.9, 1, 1, 0.9

Single values from the results shown.
Under bIAP inh, no. 52 reads 7
Under STAT3 activator, no. 51 reads 105
Under STAT3 activator, no. 50 reads 98
Under STAT1 blocker, no. 55 reads 0

An excerpt of these results, screen by screen:
54: O=C(CSc1nnc(CSc2nc3ccccc3s2)o1)NC1CCCCC1
55: CCN(CC)CCNC(=O)Cn1cnc2sc(C)c(S(=O)(=O)N3CCOCC3)c2c1=O
assay / entry | 54 | 55
STAT3 activator | 98 | 102
PPARg SRC-2 ag | 1 | 2
bIAP inh | 4 | 5
PPARg SRC3 recr | -5 | 4
bIAP act | 1 | 0.9
STAT1 blocker | 8 | 0
PPARg SRC-1 ag | 9 | 4
STAT3 inh | 8 | 2
TNAP act hiacc | 1 | 1
TR-FRET SRC-2 ct | 1616 | 1545
ROMK primary | . | .

Remaining list, next part
item	canonical_smiles	STAT3 activator	PPARg SRC-2 ag	bIAP inh	PPARg SRC3 recr	bIAP act	STAT1 blocker	PPARg SRC-1 ag	STAT3 inh	TNAP act hiacc	TR-FRET SRC-2 ct	ROMK primary
57	CCOC(=O)N1CCN(C(=O)CSCc2ccccc2C)CC1	106	-1	0	1	1	-7	4	-8	1	1394	.
58	Cc1ccccc1NC1=C/C(=N\S(=O)(=O)c2cccs2)c2ccccc2C1=O	132	10	23	6	0.8	-3	2	-38	0.8	1603	-1.2
59	O=C(CCC1CCCC1)N1CCC(N2CCCCCC2)CC1	100	3	-17	-3	1.2	5	3	1	1	1670	-1.3
60	O=C(CSc1ncccn1)NC(=O)Nc1ccc2c(c1)OCCO2	88	6	-3	2	1	-13	10	17	1	1757	0.69
61	CC(=O)Nc1c(O)nc(SCC(=O)Nc2cccc(C)c2)[nH]c1=O	105	0	-2	2	1	2	-1	-6	1	1625	-0.95
62	COc1ccc(CC(=O)NC(C)c2nnc(SCCC(=O)Nc3ccccc3)n2C)cc1 (centres undefined)	99	3	-1	2	1	8	13	8	1	1566	0.28
63	O=C(NCc1ccco1)c1ccc2nc3sc4c(c3c(=O)n2c1)CCCC4	109	-12	0	-2	1	-5	11	-5	1	1500	.

From PubChem BioAssay
